APP 5'UTR act – activates APP 5'UTR luciferase reporter; SH-SY5Y APP 5'UTR luciferase reporter, luminescence; zero percent = DMSO vehicle wells; activation, % at 2 µM; 190,000 compounds, 1% hits;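 active = activation above a set limit, based on mean plus 3 SD of controls, cut at about 140% in these data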; note: values of inactives mirror those of a sister screen read the other way
Diaphorase act – counter-screen for diaphorase-based assays: diaphorase activators and chemical reducers. activation factor at 20 µM. 190,000 compounds, 0.005% hits. AID 1229. Diaphorase/resazurin coupled assay, resorufin fluorescence, 16 min; stronger effect = higher value; 1 = vehicle wells, 0 = NADH-free wells;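 active = diaphorase activity raised at least twofold by the compound at 20 µM; inactive = activation factor below 2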
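Measured by – red resorufin fluorescence at 544/590 nm excitation/emission · Test system – Clostridium kluyveri diaphorase, purified enzyme · Incubation – reaction time 16 min, room temperature · Buffer or medium – 50 mM HEPES pH 7.4 with 4.542 mM MgCl2, 0.005% Tween 20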
NF-kB expr up – raises NF-kB expression in human neuronal cells | fold change at 12.5 µM | NF-kB reporter expression; stronger effect = higher value | AID 1239 | 190,000 compounds, 1.6% hits; in the data active = fold change above about 3.3
APP transl inh – APP translation inhibition; inhibition, % at 2 µM; AID 1285; SH-SY5Y APP 5'UTR-luciferase reporter, luminescence; 190,000 compounds, 0.82% hits;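 active = inhibition above a set limit, derived from the sample mean plus 3 SD, cut at about 45% in these data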; note: values of inactives mirror those of a sister screen read the other way
TLR4 MyD88 comp – TLR4-MyD88 interaction inhibition in cells. O00206+Q99836. HeLa CL3-4 TLR4/MyD88 BLA complementation, FRET ratio. inhibition, % at 8.4 µM. 200,000 compounds, 0.18% hits. AID 861; in the data active = inhibition above about 25%;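 note: 0% = vehicle and 100% = reference inhibitor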
Target sequence (O00206 whole entry, looked up): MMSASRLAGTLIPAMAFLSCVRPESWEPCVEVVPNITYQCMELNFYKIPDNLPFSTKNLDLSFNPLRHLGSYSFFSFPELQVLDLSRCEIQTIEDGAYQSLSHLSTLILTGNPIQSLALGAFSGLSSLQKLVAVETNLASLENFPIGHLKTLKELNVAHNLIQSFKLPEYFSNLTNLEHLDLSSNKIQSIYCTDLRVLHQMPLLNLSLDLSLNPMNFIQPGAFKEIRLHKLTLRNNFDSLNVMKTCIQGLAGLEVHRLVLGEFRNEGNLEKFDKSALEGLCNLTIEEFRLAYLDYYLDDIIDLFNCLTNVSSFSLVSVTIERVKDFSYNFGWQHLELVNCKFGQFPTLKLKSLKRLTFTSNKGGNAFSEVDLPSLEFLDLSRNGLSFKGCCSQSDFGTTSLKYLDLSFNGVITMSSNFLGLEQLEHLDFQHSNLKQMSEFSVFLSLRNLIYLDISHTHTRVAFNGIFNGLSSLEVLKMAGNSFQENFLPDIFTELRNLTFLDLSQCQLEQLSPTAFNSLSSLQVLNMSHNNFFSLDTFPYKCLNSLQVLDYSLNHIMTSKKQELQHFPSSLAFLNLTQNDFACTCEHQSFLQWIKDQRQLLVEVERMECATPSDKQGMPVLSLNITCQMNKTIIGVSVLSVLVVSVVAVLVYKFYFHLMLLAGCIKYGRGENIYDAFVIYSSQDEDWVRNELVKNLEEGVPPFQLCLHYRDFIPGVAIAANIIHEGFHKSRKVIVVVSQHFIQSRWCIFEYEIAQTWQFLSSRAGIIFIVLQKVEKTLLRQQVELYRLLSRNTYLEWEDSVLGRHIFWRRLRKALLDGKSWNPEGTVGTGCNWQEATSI
Target sequence (Q99836 whole entry, looked up): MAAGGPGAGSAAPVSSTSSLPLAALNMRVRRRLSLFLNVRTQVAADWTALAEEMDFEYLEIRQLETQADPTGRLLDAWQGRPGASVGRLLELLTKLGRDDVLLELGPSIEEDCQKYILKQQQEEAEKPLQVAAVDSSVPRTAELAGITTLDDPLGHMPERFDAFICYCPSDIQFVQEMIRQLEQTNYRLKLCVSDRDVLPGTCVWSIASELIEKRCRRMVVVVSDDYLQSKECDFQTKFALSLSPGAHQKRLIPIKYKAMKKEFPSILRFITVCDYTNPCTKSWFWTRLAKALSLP
STAT1 activator – increases IFN-gamma driven STAT1 reporter signal; 200,000 compounds, 2.6% hits; activation (% of control), % at 5.5 µM; NIH 3T3 STAT1-luciferase reporter, luminescence; 100% = IFN-gamma alone, no compound; AID 932;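 active = activation above the screen-wide mean activation plus 3 SD, cut at about 130% in these data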;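 note: raw ratio to IFN-gamma control signal so 100% means no change and 0% no light; values of inactives mirror those of a sister screen read the other way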
FLuc inh counter – Photinus pyralis luciferase inhibition counter-screen | AID 1006 | ATPLite firefly luciferase biochemical luminescence, 10 min | inhibition, % at 10 µM | 200,000 compounds, 1.5% hits;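 active = inhibition above about 50% when tested at 10 µM, limit read from the data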
G6PDH CS – L. mesenteroides G6PDH inhibition counter-screen; Purified L. mesenteroides G6PDH, diaphorase/resazurin coupled fluorescence, 45 min; inhibition, % at 5 µM; 200,000 compounds, 0.12% hits; in the data active = inhibition above about 50%
FLuc act counter – affects firefly luciferase, flagging false hits in luciferase stimulation screens. activation factor at 10 µM. 200,000 tested, under 10 active. ATPlite luciferase biochemical, luminescence, 10 min; 0 = ATP-free wells, 1 = DMSO control;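 active = luciferase activation factor, scaled between plate controls, of at least 2 with compound at 10 µM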
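Material: Luciferase/luciferin reagent mix; Doses: test compounds dosed from 2 mM stocks in 100% DMSO; Schedule: 10 min incubation after luciferase reagent addition, room temperature; Measured by: luminescence from luciferase reaction; Read-out: luminescence gain marking luciferase activators.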
Diaphorase inh – diaphorase inhibition or chemical oxidation counter-screen; diaphorase resazurin-to-resorufin fluorescence, NADH, 16 min; bacterial (C. kluyveri) enzyme, not human; inhibition, % at 20 µM; 190,000 compounds, 0.69% hits; AID 1217;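 active = primary screen inhibition at 20 µM above a set limit, cut at about 50% in these data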;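 note: plate controls were DMSO with full reaction for no effect and wells lacking NADH for full effect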
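Assay system: diaphorase enzyme from Clostridium kluyveri; Input: enzyme working solution with 0.14 U/mL diaphorase; Timing: 16 min at room temperature; Technique: resorufin fluorescence, excitation 544 nm, emission 590 nm; Benchmarks: positive control minus NADH, DMSO neutral control.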
The depositor's hits bear a star; · = not tested or not shown.

No.	SMILES	APP transl inh	G6PDH CS	Diaphorase act	STAT1 activator	NF-kB expr up	FLuc act counter	Diaphorase inh	FLuc inh counter	TLR4 MyD88 comp	APP 5'UTR act
1	CC(C)CCNC(=O)CCn1c(=S)oc2ccccc21	9	5	0.9	101	1.3	1.1	12	-11	-10	-9
2	Cc1ccc(C2CC(c3ccco3)n3nc(N)nc3N2)cc1 (centres undefined)	13	2	0.8	103	1	1	15	-2	4	-13
3	Cc1[nH]nc2c1C(c1cccnc1)N(c1ccc(Br)cc1)C2=O (centres undefined)	-4	8	0.9	98	1	1	6	4	15	4
4	O=c1cccc(-c2ccccc2)[nH]1	-18	11	1	108	1.1	1	4	2	7	18
5	CCOc1ncccc1C(=O)OCC(=O)Nc1ccc(-c2nc3ccc(C)cc3s2)cc1	-164	13	1	117	3.5*	0.8	5	21	0	164*
6	O=C1CC(c2ccc(F)cc2)Cc2nc(N3CCN(c4ccccc4)CC3)ncc21 (centres undefined)	5	3	1.1	111	1.1	1	-8	-1	10	-5
7	O=C(O)COc1ccc(-c2nccc(-c3cccs3)n2)cc1	69*	-1	0.9	74	0.58	0.2	11	78*	2	-69
8	CCOC(=O)N1CCN(C(=O)c2ccc(-n3c(C)ccc3C)cc2)CC1	9	-21	0.9	102	0.97	1	12	-4	2	-9

No.	SMILES	APP transl inh	G6PDH CS	Diaphorase act	STAT1 activator	NF-kB expr up	FLuc act counter	Diaphorase inh	FLuc inh counter	TLR4 MyD88 comp	APP 5'UTR act
9	CN(C1CCCCC1)S(=O)(=O)Cc1ccccc1	-2	1	0.9	97	1.1	1.1	8	-9	-9	2
10	CC(C)CC1N=C2c3ccccc3N=C(SCc3cc(=O)n4ccccc4n3)N2C1=O (centres undefined)	-11	·	·	99	·	·	·	·	-7	11
11	c1cnn(-c2nc(N3CCOCC3)nc(N3CCOCC3)n2)c1	9	-6	0.9	104	1.9	1.1	13	-7	8	-9
12	COc1ccc(C(=O)/C=C/Nc2cc(C)on2)c(OC)c1	-23	12	1	124	1.4	0.9	4	9	-4	23
13	COc1cc2c(cc1OC)CN(C(=O)CSc1nc(C)cc(C)c1C#N)CC2	-3	3	1.2	91	1.1	1	-16	0	-14	3
14	CCOc1ccccc1C(=O)OCC(=O)Nc1ccc(OC(F)F)cc1	-2	4	0.9	97	1.2	1	7	4	-14	2
15	CC1CC(C)CN(CCCNC(=O)Cc2c(C(=O)O)n(C)c3ccccc23)C1 (centres undefined)	-17	7	0.9	98	1.2	1.1	9	-8	-5	17
16	CC(C)COC(=O)C1[C@H]2C(=O)N(Cc3cccs3)C[C@]23C=C[C@H]1O3 (some centres undefined)	6	-12	0.9	102	1.1	1	5	-5	-7	-6

No.	SMILES	APP transl inh	G6PDH CS	Diaphorase act	STAT1 activator	NF-kB expr up	FLuc act counter	Diaphorase inh	FLuc inh counter	TLR4 MyD88 comp	APP 5'UTR act
17	COc1ccc2oc(=O)c(C(=O)NCc3cccnc3)cc2c1	-24	8	0.9	94	1.1	1	10	-1	-5	24
18	CC(=O)Nc1ccc(S(=O)(=O)Nc2nc3ccccc3nc2-n2ccc(=NC(=O)c3ccc(F)cc3)cc2)cc1	-3	-5	0.8	104	1.1	1.1	18	-7	-3	3
19	FC(F)(F)c1cc(-c2ccccc2)nc(NCc2cccnc2)n1	3	14	0.9	103	0.93	1.1	7	-8	1	-3
20	O=C(CN1C(=O)c2ccccc2C1=O)N1CCN(c2ccccc2)CC1	-4	-1	1	102	1.1	1.1	1	-6	3	·
21	CC(=O)Nc1ccc(S(=O)(=O)N2CCN(CC(=O)NC3CCCC3)CC2)cc1	-6	2	1	102	1.1	1	0	-4	-13	6
22	COc1ccc(/C(C)=N/NC(=O)C2C3CCCCC32)c(OC)c1 (centres undefined)	7	3	0.9	98	1.1	1	5	-5	4	-7
23	CSCC[C@H](NC(=O)OC(C)(C)C)C(=O)N/N=C/c1c(C)[nH]c(=O)[nH]c1=O	8	-7	1	100	1.1	1	3	-4	3	-8
24	CCOC(=O)c1cc(NC(=O)c2ccc(Cl)cc2)c(=O)oc1-c1ccccc1	-27	2	1	103	1.2	1.1	0	-6	-9	27

No.	SMILES	APP transl inh	G6PDH CS	Diaphorase act	STAT1 activator	NF-kB expr up	FLuc act counter	Diaphorase inh	FLuc inh counter	TLR4 MyD88 comp	APP 5'UTR act
25	COc1cccc(CN2CCN(Cc3ccc(O)c(OC)c3)CC2CCO)c1 (centres undefined)	6	8	1	101	1.2	1	2	-3	-1	-6
26	COc1cccc(C(C(=O)NCc2ccco2)N(Cc2ccco2)C(=O)Cn2nnc3ccccc32)c1 (centres undefined)	9	9	1.1	99	0.89	1	-5	-1	4	-9
27	Cc1ccc2c(Cl)cc(Cl)c(OCC(=O)NC3CCS(=O)(=O)C3)c2n1 (centres undefined)	-3	0	0.9	94	1.1	1.1	9	-8	7	3
28	Brc1ccc(-c2nnc(-c3ccccc3)c(N3CCSCC3)n2)cc1	-23	2	0.8	108	1.9	1	18	0	1	23
29	CCCOc1ccc2oc(=O)c3c(c2c1)CCCN3C(=O)CN1CCCC(C(=O)OCC)C1 (centres undefined)	17	4	0.8	97	0.99	1.1	16	-7	-4	-17
30	c1ccc(CSc2nnc3ccc(-c4cccs4)nn23)nc1	-13	0	0.9	119	1.7	1	15	0	-1	13
31	CCCCC(=O)c1ccc(O)cc1	-13	6	1	108	2.1	1.1	0	-5	2	13
32	COc1ccccc1-c1cc(C(=O)NCc2ccccc2)no1	3	9	1	90	1.2	1	-2	-4	-6	-3

Fetched one by one from the list above:
No.	SMILES	APP transl inh	G6PDH CS	Diaphorase act	STAT1 activator	NF-kB expr up	FLuc act counter	Diaphorase inh	FLuc inh counter	TLR4 MyD88 comp	APP 5'UTR act
26	COc1cccc(C(C(=O)NCc2ccco2)N(Cc2ccco2)C(=O)Cn2nnc3ccccc32)c1 (centres undefined)	9	9	1.1	99	0.89	1	-5	-1	4	-9
29	CCCOc1ccc2oc(=O)c3c(c2c1)CCCN3C(=O)CN1CCCC(C(=O)OCC)C1 (centres undefined)	17	4	0.8	97	0.99	1.1	16	-7	-4	-17
27	Cc1ccc2c(Cl)cc(Cl)c(OCC(=O)NC3CCS(=O)(=O)C3)c2n1 (centres undefined)	-3	0	0.9	94	1.1	1.1	9	-8	7	3
30	c1ccc(CSc2nnc3ccc(-c4cccs4)nn23)nc1	-13	0	0.9	119	1.7	1	15	0	-1	13

Going on with the list:
No.	SMILES	APP transl inh	G6PDH CS	Diaphorase act	STAT1 activator	NF-kB expr up	FLuc act counter	Diaphorase inh	FLuc inh counter	TLR4 MyD88 comp	APP 5'UTR act
33	Cc1cc(C)nc(NNC2=CC(=O)CC(C)(C)C2)n1	10	6	1	115	1.1	1.1	4	-6	-5	-10
34	O=C(COc1ccccc1N1C(=O)c2ccccc2C1=O)c1ccc(Cl)cc1	-16	-19	0.7	106	1.5	1	30	-4	7	16
35	COc1ccccc1NC(=S)N(CCc1c(C)[nH]c2ccccc12)Cc1cccs1	-14	11	0.9	105	0.81	1.1	14	-10	1	14
36	COc1ccccc1N1CCN(C(=O)CN(Cc2ccc(Cl)cc2)S(C)(=O)=O)CC1	-11	7	0.8	99	0.97	1	16	-2	-4	11
37	O=C(CCc1ccccc1)NC(=S)Nc1ccc2c(c1)C(=O)OC2	0	0	0.9	98	0.95	1	14	-4	11	0
38	OC(CSc1c(Cl)cccc1Cl)CN1CCN(c2ccc(F)cc2)CC1 (centres undefined)	14	7	0.7	96	0.84	1	25	-4	0	-14
39	Cn1nnnc1P(=O)(c1ccccc1)c1ccccc1	-11	-2	0.9	106	0.93	1	11	-2	-10	11
40	Cc1cccc(Nc2nc(N)c([N+](=O)[O-])c(N3CC(C)CC(C)C3)n2)c1 (centres undefined)	4	7	0.6	100	0.94	1.1	40	-9	-2	-4

No.	SMILES	APP transl inh	G6PDH CS	Diaphorase act	STAT1 activator	NF-kB expr up	FLuc act counter	Diaphorase inh	FLuc inh counter	TLR4 MyD88 comp	APP 5'UTR act
41	O=C(Nc1cccnc1)c1ccc(-c2ccc(Cl)cc2)o1	-30	3	0.9	127	1.9	0.3	6	66*	-3	30
42	CC(C)(C)[C@H]1C=C(C(=O)NCc2nc3ccccc3[nH]2)O[C@@H](OCCCCO)C1	16	20	0.8	104	0.9	1	22	0	-19	-15
43	CCOc1ccccc1C(=O)NC(C(=O)Nc1ccccc1N1CCOCC1)C(C)C (centres undefined)	11	2	0.8	96	0.82	1.1	20	-7	-15	-11
44	O=C(Nc1ccc2c(c1)Cc1ccccc1-2)c1cccnc1	-69	8	1	151*	2.5	1	-2	4	-6	69
45	O=C(Cc1ccccc1)Nc1nnc(-c2cccs2)s1	-25	-8	0.9	114	1.7	1.1	10	-7	-5	25
46	CCOC(=O)c1sc(NC(=O)CSc2nnc(Cc3ccccc3)o2)c(C#N)c1C	4	-25	0.9	89	1	1	9	-1	3	-4
47	CCOC(=O)NC(=O)COC(=O)c1cccc2ccccc12	-10	4	1	95	1.1	1	4	-5	-8	10
48	Cc1ccc(CCN2C(=O)CCC2(C)C(=O)NC2CCCC2)cc1 (centres undefined)	-5	10	0.8	106	1.1	1	18	-5	1	5

No.	SMILES	APP transl inh	G6PDH CS	Diaphorase act	STAT1 activator	NF-kB expr up	FLuc act counter	Diaphorase inh	FLuc inh counter	TLR4 MyD88 comp	APP 5'UTR act
49	COc1ccc2[nH]cc(CC(=O)O)c2c1	0	1	1	100	0.98	1	-2	-2	8	0
50	CC1CCCN(c2cc3c(cc2[N+](=O)[O-])C(=O)N(c2ccccc2)C3=O)C1 (centres undefined)	17	-2	0.8	113	0.99	1	16	-4	0	-17
51	O=C(NC(N1CCOCC1)C(Cl)(Cl)Cl)c1ccc(Br)cc1 (centres undefined)	-8	-3	0.8	97	1.2	1	25	-4	-1	8
52	CN/N=C/c1ccc(C#N)cc1	-8	4	1	95	1	1	0	-4	5	8
53	CCOC(=O)C1=C(C)NC(C)=C(C(=O)OCC)C1c1ccc(OC)cc1	1	0	0.8	101	0.55	1	25	-4	-7	-1
54	CN(C)C(CNC(=O)c1ccc(S(=O)(=O)N(C)C)cc1)Cc1ccccc1 (centres undefined)	-14	-3	1	89	1.2	1	-2	-3	0	14

Screening results deposited in PubChem BioAssay by several laboratories.
